High-throughput results as filed in PubChem BioAssay.
GDH-TPI inh: GDH-TPI coupled enzyme inhibition counter-screen; GDH-TPI coupled enzyme counterscreen, NADH absorbance; inhibition, % at 4.8 µM; 360,000 tested, 1.2% active; AID 588335; in the data active = inhibition above about 30%;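 also: 0% = DMSO wells and 100% = wells lacking the enzyme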
BoNT F protease: BoNT F light chain protease inhibition; Multiplex microsphere protease cleavage assay, flow cytometry; inhibition, % at 10 µM; 360,000 tested, 0.22% active; AID 588497; in the data active = inhibition above about 35%, passing the limit was not always enough; inconclusive = no clear call, values can overlap the other calls; also: plate controls were buffer without enzyme for full effect and enzyme alone for no effect
Mtb FBA inh: inhibitors of M. tuberculosis fructose-bisphosphate aldolase; inhibition, % at 1 µM; P9WQA3; 360,000 tested, 2.3% active; AID 588726; purified M. tuberculosis FBA, fluorescence read-out; in the data active = inhibition above about 27%;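 also: 0% = vehicle and 100% = reference inhibitor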
Target sequence (P9WQA3 whole entry, looked up): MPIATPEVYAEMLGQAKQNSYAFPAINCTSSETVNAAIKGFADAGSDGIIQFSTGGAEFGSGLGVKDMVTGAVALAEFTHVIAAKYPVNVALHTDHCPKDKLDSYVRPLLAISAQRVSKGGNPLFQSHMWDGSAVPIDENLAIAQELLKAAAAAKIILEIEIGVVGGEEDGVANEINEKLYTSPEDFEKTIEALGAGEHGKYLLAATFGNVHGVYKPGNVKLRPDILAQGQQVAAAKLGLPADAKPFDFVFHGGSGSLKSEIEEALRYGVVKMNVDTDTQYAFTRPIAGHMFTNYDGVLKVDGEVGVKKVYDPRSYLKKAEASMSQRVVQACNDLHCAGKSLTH
PrPC surface inh: reduces human prion protein on the cell surface | cell surface PrPC, TR-FRET read-out | 370,000 tested, 0.43% active | inhibition, % at 13.8 µM | P04156 | AID 720596; in the data active = inhibition above about 24%; also: 0% = median of the test wells and 100% = reference compound wells
Rv3671c inh: inhibitors of M. tuberculosis serine protease Rv3671c; 320,000 tested, 0.048% active; inhibition, % at 5.96 µM; AID 2606; in the data active = inhibition above about 38%;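 also: extracellular domain of Rv3671c used as enzyme; 0% = enzyme with DMSO and 100% = no enzyme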
Target sequence (P9WHR9 whole entry, looked up, the tested form may be a part): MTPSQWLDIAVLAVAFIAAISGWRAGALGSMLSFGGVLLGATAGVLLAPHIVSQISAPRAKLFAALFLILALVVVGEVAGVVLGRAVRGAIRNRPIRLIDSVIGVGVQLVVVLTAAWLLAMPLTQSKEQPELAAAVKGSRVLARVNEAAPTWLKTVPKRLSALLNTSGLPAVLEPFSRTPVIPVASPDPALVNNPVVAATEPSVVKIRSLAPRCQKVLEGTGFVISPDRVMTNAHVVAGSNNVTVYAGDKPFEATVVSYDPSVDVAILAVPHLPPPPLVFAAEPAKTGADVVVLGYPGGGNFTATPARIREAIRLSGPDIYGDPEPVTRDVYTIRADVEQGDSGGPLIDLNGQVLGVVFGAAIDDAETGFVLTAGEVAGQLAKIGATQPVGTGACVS
MazEF act: MazEF (E. coli) toxin RNase activation; FAM/BHQ RNA-DNA oligo cleavage fluorescence, 5 h; activation, % at 20 µM; 350,000 tested, 0.32% active; AID 504720; in the data active = activation above about 50%
Target sequence (P0AE70 whole entry, looked up): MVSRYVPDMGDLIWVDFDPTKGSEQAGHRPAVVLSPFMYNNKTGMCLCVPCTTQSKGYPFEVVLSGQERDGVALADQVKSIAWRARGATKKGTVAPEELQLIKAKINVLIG
FadD28 binding: M. tuberculosis FadD28 bisubstrate binding inhibition; FadD28 bisubstrate probe binding, fluorescence polarization; inhibition, % at 12.5 µM; 360,000 tested, 0.22% active; AID 588549; in the data active = inhibition above about 8.5%, passing the limit was not always enough; inconclusive = no clear call, values can overlap the other calls
Mtb BioA inh: blocks M. tuberculosis BioA enzyme activity; 360,000 tested, 0.096% active; inhibition, % at 9.99 µM; purified M. tuberculosis BioA enzyme, plate reader; AID 602481; in the data active = inhibition above about 40%; inconclusive = no clear call, values can overlap the other calls
Mtb UGM inh: blocks M. tuberculosis UGM enzyme. purified UGM, fluorescence polarization probe displacement. inhibition, % at 10 µM. 320,000 tested, 0.06% active; in the data active = inhibition above about 10%, passing the limit was not always enough; inconclusive = no clear call, values can overlap the other calls
Starred values were filed as active, the others as inactive. Hits appear at their usual frequency; 4.8% or so of the library scored in one or more.

`CCc1cccc(NC(=S)Nc2cccc3ccccc23)c1` gave GDH-TPI inh 7, BoNT F protease 12, Mtb FBA inh 46*, PrPC surface inh 4, Rv3671c inh 6, MazEF act 7, FadD28 binding -1.5, Mtb BioA inh -0.7 and Mtb UGM inh 2.4.
`Cc1ccc(S(=O)(=O)NC2CCCCC2)cc1` gave GDH-TPI inh 3, BoNT F protease -2, Mtb FBA inh -1, PrPC surface inh 4, Rv3671c inh 3, MazEF act 3, FadD28 binding -2.8, Mtb BioA inh 0.0 and Mtb UGM inh 0.8.
Screening O=C(NC(CO)Cc1ccc([N+](=O)[O-])cc1)C(Cl)Cl (stereo unspecified) returned GDH-TPI inh 7, BoNT F protease -5, Mtb FBA inh -2, Rv3671c inh 2, MazEF act 15, FadD28 binding 0.8, Mtb BioA inh -0.9 and Mtb UGM inh 1.2.
COCCCn1c(=O)/c(=C/c2ccccc2OC(C)C)s/c1=C(\C#N)C(=O)Nc1ccc(C(=O)O)cc1 was read as GDH-TPI inh 1, BoNT F protease 7, Mtb FBA inh -1, PrPC surface inh 10, MazEF act -30, FadD28 binding -2.4 and Mtb BioA inh -0.8.
For CCC(CC)C(=O)NCCc1ccc(OC)cc1 the results were GDH-TPI inh 5, BoNT F protease 2, Mtb FBA inh 3, PrPC surface inh 7, Rv3671c inh -9, MazEF act 0, FadD28 binding -3.1 and Mtb UGM inh -1.2.
`Cc1ccc(NC(=O)NCC2CC2(Cl)Cl)cc1` (stereo unspecified) gave GDH-TPI inh -2, BoNT F protease -1, Mtb FBA inh 7, PrPC surface inh -8, Rv3671c inh -4, MazEF act 6, FadD28 binding -0.7, Mtb BioA inh -3.7 and Mtb UGM inh 2.7.
Screening CC(C)[C@H](NC(=O)C1CCC(CNC(=O)[C@@H]2CCCN2C(=O)OC(C)(C)C)CC1)C(=O)O (stereo partly specified) returned GDH-TPI inh -3, BoNT F protease inconclusive, Mtb FBA inh 1, PrPC surface inh 4, MazEF act 2, FadD28 binding 0.6 and Mtb BioA inh -0.9.
COc1cc(NC(=O)c2ccco2)c(C(=O)O)cc1OC was read as GDH-TPI inh 10, BoNT F protease -2, Mtb FBA inh 0, PrPC surface inh -5, Rv3671c inh -6, MazEF act -7, FadD28 binding 0.3, Mtb BioA inh -1.4 and Mtb UGM inh 0.7.
Screening Cc1nc(NC(=O)CSC2=NCCS2)sc1C(=O)N(C)C returned GDH-TPI inh -8, BoNT F protease 8, Mtb FBA inh -1, PrPC surface inh 4, Rv3671c inh -6, MazEF act -20, FadD28 binding -1.2, Mtb BioA inh 1.4 and Mtb UGM inh 1.1.
Screening CNC(=O)NC(=O)Cn1cnc2sc(-c3ccccc3)cc2c1=O returned GDH-TPI inh 7, BoNT F protease 3, Mtb FBA inh 2, PrPC surface inh 2, Rv3671c inh -2, MazEF act -12, FadD28 binding -1.5, Mtb BioA inh -2.1 and Mtb UGM inh -2.0.
For COc1ccc(NCc2nnc(SCC(=O)Nc3nc(-c4ccccc4)cs3)n2-c2ccccc2)cc1 the results were GDH-TPI inh -5, BoNT F protease -1, Mtb FBA inh -1, PrPC surface inh 5, Rv3671c inh -29, MazEF act -3, FadD28 binding -4.0 and Mtb UGM inh 1.2.
`COCc1c(C)cc(C)c(/C=N/O)c1C` gave GDH-TPI inh -3, BoNT F protease -11, Mtb FBA inh 1, PrPC surface inh -4, Rv3671c inh 1, MazEF act -2, FadD28 binding 2.3, Mtb BioA inh -3.7 and Mtb UGM inh 2.2.
CC(=O)c1ccc(OCCCC(=O)NCC(c2ccco2)N(C)C)cc1 (stereo unspecified) was read as GDH-TPI inh 11, BoNT F protease -5, Mtb FBA inh -2, PrPC surface inh -7, Rv3671c inh -10, MazEF act 5, FadD28 binding 0.5, Mtb BioA inh -1.3 and Mtb UGM inh 3.5.
Screening CC1(C)C(=O)Nc2ccccc2N1C(=O)COc1ccc(S(=O)(=O)N2CCOCC2)cc1Cl returned GDH-TPI inh 3, BoNT F protease -1, Mtb FBA inh -1, PrPC surface inh -2, Rv3671c inh 4, MazEF act 0, FadD28 binding -4.4, Mtb BioA inh 0.4 and Mtb UGM inh -0.9.
Screening COc1ccc(-c2nnn(CC(=O)N(CCCO)C(C(=O)NC3CCCC3)c3ccncc3)n2)cc1 (stereo unspecified) returned GDH-TPI inh -5, BoNT F protease -1, Mtb FBA inh 4, PrPC surface inh 2, Rv3671c inh -3, MazEF act -16, FadD28 binding 1.0 and Mtb UGM inh 0.4.
For O=C(CN1C(=O)NC2(CCc3ccccc32)C1=O)Nc1ccccc1OC(F)F (stereo unspecified) the results were GDH-TPI inh -2, BoNT F protease -4, Mtb FBA inh 4, PrPC surface inh -4, Rv3671c inh -10, MazEF act 4, FadD28 binding -1.5, Mtb BioA inh 0.9 and Mtb UGM inh -2.1.
Screening COc1ccc(NC(=O)c2cccc3c2C(=O)c2ccc(-c4ccc(F)cc4OCc4ccccc4)cc2S3(=O)=O)cc1 returned GDH-TPI inh 10, BoNT F protease -3, Mtb FBA inh 1, PrPC surface inh 5, Rv3671c inh -15, MazEF act -1, FadD28 binding 0.6, Mtb BioA inh -1.4 and Mtb UGM inh 1.3.
`O=C(OCC1COc2ccccc2O1)c1c(F)cccc1F` (stereo unspecified) gave GDH-TPI inh -2, BoNT F protease -12, Mtb FBA inh 0, PrPC surface inh -2, Rv3671c inh 1, MazEF act -2, FadD28 binding -1.2, Mtb BioA inh 0.3 and Mtb UGM inh -8.5.
For CC(C)NC(=O)CN(C(=O)CCC(=O)Nc1ccccn1)c1ccc(F)c(Cl)c1 the results were GDH-TPI inh -2, BoNT F protease 8, Mtb FBA inh 2, PrPC surface inh -8, Rv3671c inh -4, MazEF act -8, FadD28 binding -4.3, Mtb BioA inh 0.0 and Mtb UGM inh -0.3.
Nc1ccc2ccccc2c1 was read as GDH-TPI inh 4, BoNT F protease -11, Mtb FBA inh 28*, PrPC surface inh 7, MazEF act 0, FadD28 binding 0.0 and Mtb BioA inh -0.2.
Cc1cccc(OCC2Cn3c(nc4c3c(=O)[nH]c(=O)n4C)O2)c1 (stereo unspecified) was read as GDH-TPI inh 1, BoNT F protease -25, Mtb FBA inh -3, PrPC surface inh 9, MazEF act 9, FadD28 binding -3.8, Mtb BioA inh -0.1 and Mtb UGM inh -0.2.
Screening Cc1cc(C(=O)N2CC=C(c3ccccc3)CC2)c2ccccc2n1 returned GDH-TPI inh 11, BoNT F protease -2, Mtb FBA inh 4, PrPC surface inh 19, Rv3671c inh -12, MazEF act -9, FadD28 binding -2.1 and Mtb UGM inh 2.0.
Screening O=c1[nH]c(CCl)nc2cc(-c3ccc(Cl)cc3)sc12 returned GDH-TPI inh 4, BoNT F protease -3, Mtb FBA inh 2, PrPC surface inh 8, Rv3671c inh -40, MazEF act -3, FadD28 binding -1.9 and Mtb UGM inh 1.6.
For CCOC(=O)N1CCC(=NNC(=O)Cn2ccc(C(F)(F)F)n2)CC1 the results were GDH-TPI inh -10, BoNT F protease 4, Mtb FBA inh -11, PrPC surface inh -3, Rv3671c inh -5, MazEF act 10, FadD28 binding -3.7 and Mtb UGM inh 2.4.
For COc1cccc(C(=O)Nc2cc(OC)ccc2NC(=O)c2ccco2)c1 the results were GDH-TPI inh 10, BoNT F protease -6, Mtb FBA inh -2, PrPC surface inh -2, Rv3671c inh -2, MazEF act -1, FadD28 binding -2.2, Mtb BioA inh -0.2 and Mtb UGM inh -0.6.
CCOC(=O)c1sc(NCC2CCCO2)nc1C (stereo unspecified) was read as GDH-TPI inh 4, BoNT F protease -4, Mtb FBA inh -3, PrPC surface inh -3, Rv3671c inh 2, MazEF act -6, FadD28 binding -1.5, Mtb BioA inh 11 and Mtb UGM inh -1.7.
Screening COC(=O)C1=CN(Cc2ccc(F)cc2)C=C(C(=O)OC)C1c1ccc(O)c(OC)c1 returned GDH-TPI inh 14, BoNT F protease 6, Mtb FBA inh 6, PrPC surface inh 3, MazEF act 12, FadD28 binding -0.8, Mtb BioA inh 0.8 and Mtb UGM inh -0.4.
For CCc1ccc(NC(=O)CCc2nc3sc4c(c3c(=O)[nH]2)CCCC4)cc1 the results were GDH-TPI inh 11, BoNT F protease -1, Mtb FBA inh -2, PrPC surface inh 11, Rv3671c inh -14, MazEF act -9, FadD28 binding -0.7 and Mtb UGM inh 0.5.
Screening CC(C)CN(CC(C)C)c1nc(N)c(C#N)c(CC#N)c1C#N returned GDH-TPI inh 3, BoNT F protease -5, Mtb FBA inh 6, PrPC surface inh 23, Rv3671c inh -8, MazEF act -20, FadD28 binding 0.7, Mtb BioA inh -1.9 and Mtb UGM inh -0.3.
Screening CC(C)Cc1cc(C(=O)N2CCC(N3CCC(C(=O)N4CCCC4)CC3)CC2)n[nH]1 returned GDH-TPI inh -3, BoNT F protease -4, Mtb FBA inh -6, PrPC surface inh 1, Rv3671c inh -11, MazEF act -1, FadD28 binding -3.1, Mtb BioA inh 0.0 and Mtb UGM inh 2.6.
For O=C(CSc1ncnc2c1nnn2Cc1ccc(F)cc1)NCC1CCCO1 (stereo unspecified) the results were GDH-TPI inh 5, BoNT F protease 3, Mtb FBA inh -2, PrPC surface inh 5, Rv3671c inh 11, MazEF act 2, FadD28 binding 0.4, Mtb BioA inh 1.7 and Mtb UGM inh 0.0.
For Cc1ccc(SCC(=O)OCC(=O)NCC2CCCCC2)cc1C the results were GDH-TPI inh 7, Mtb FBA inh 0, PrPC surface inh 1, Rv3671c inh -7, MazEF act 1, FadD28 binding 0.1, Mtb BioA inh 0.9 and Mtb UGM inh -0.7.
COc1ccc([N+](=O)[O-])cc1NC(=O)COC(=O)c1ccccc1O was read as GDH-TPI inh 6, BoNT F protease -10, Mtb FBA inh 4, PrPC surface inh -7, Rv3671c inh 6, MazEF act 2, FadD28 binding -0.8, Mtb BioA inh 0.3 and Mtb UGM inh 0.5.
Screening COc1ccccc1Nc1nnc(C)c(=O)[nH]1 returned GDH-TPI inh -4, BoNT F protease -2, Mtb FBA inh -3, PrPC surface inh -8, Rv3671c inh -3, MazEF act 0, FadD28 binding 0.3, Mtb BioA inh 1.0 and Mtb UGM inh -3.5.
`Cc1ccc2nc(-c3ccccc3Cl)cc(C(=O)Nc3cc(C)on3)c2c1` gave GDH-TPI inh 10, BoNT F protease -33, Mtb FBA inh 6, PrPC surface inh 11, Rv3671c inh -12, MazEF act 3, FadD28 binding -2.4, Mtb BioA inh 0.4 and Mtb UGM inh -1.7.
Screening CN(C)CCNC(=S)Nc1ccc(Cl)cc1 returned GDH-TPI inh 10, BoNT F protease 7, Mtb FBA inh 0, PrPC surface inh 1, Rv3671c inh 11, MazEF act 5, FadD28 binding 0.8, Mtb BioA inh -0.9 and Mtb UGM inh 0.9.
`C=CCOc1ccc(C(=O)n2cc(C(=O)OC)c3ccccc32)cc1` gave GDH-TPI inh 4, BoNT F protease -11, Mtb FBA inh 0, PrPC surface inh -1, Rv3671c inh -1, MazEF act -2, FadD28 binding -0.9, Mtb BioA inh -3.0 and Mtb UGM inh -1.1.
O=C(O)CN(c1ccc2c(c1)OCCO2)S(=O)(=O)c1ccccc1 was read as GDH-TPI inh 3, BoNT F protease 28, Mtb FBA inh 17, PrPC surface inh -5, Rv3671c inh -3, MazEF act 0, FadD28 binding -0.5, Mtb BioA inh -1.6 and Mtb UGM inh -0.7.
Screening O=C(NCCCN1CCCC1=O)c1cc2nc(-c3ccco3)cc(C(F)(F)F)n2n1 returned GDH-TPI inh 14, BoNT F protease 5, Mtb FBA inh 20, PrPC surface inh -23, Rv3671c inh -24, MazEF act 7, Mtb BioA inh 0.6 and Mtb UGM inh -0.2.

Sorted by number of heavy atoms (rising): part of the list above.
Screening COc1ccccc1Nc1nnc(C)c(=O)[nH]1 returned GDH-TPI inh -4, BoNT F protease -2, Mtb FBA inh -3, PrPC surface inh -8, Rv3671c inh -3, MazEF act 0, FadD28 binding 0.3, Mtb BioA inh 1.0 and Mtb UGM inh -3.5.
For O=C(CSc1ncnc2c1nnn2Cc1ccc(F)cc1)NCC1CCCO1 (stereo unspecified) the results were GDH-TPI inh 5, BoNT F protease 3, Mtb FBA inh -2, PrPC surface inh 5, Rv3671c inh 11, MazEF act 2, FadD28 binding 0.4, Mtb BioA inh 1.7 and Mtb UGM inh 0.0.
Screening O=C(NCCCN1CCCC1=O)c1cc2nc(-c3ccco3)cc(C(F)(F)F)n2n1 returned GDH-TPI inh 14, BoNT F protease 5, Mtb FBA inh 20, PrPC surface inh -23, Rv3671c inh -24, MazEF act 7, Mtb BioA inh 0.6 and Mtb UGM inh -0.2.
